SIAE primary = blocks human sialic acid acetylesterase; Q9HAT2; SIAE FP-Rh probe binding, fluorescence polarization; inhibition, % at 9.66 µM; 0.69% of 370,000 active;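 active = inhibition above a cutoff: mean of compounds within the control limits plus 3 SD of those, cut at about 17% in these data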;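 also: 0% = plate median of compound wells and 100% = probe without SIAE protein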
Target sequence (Q9HAT2 whole entry, looked up): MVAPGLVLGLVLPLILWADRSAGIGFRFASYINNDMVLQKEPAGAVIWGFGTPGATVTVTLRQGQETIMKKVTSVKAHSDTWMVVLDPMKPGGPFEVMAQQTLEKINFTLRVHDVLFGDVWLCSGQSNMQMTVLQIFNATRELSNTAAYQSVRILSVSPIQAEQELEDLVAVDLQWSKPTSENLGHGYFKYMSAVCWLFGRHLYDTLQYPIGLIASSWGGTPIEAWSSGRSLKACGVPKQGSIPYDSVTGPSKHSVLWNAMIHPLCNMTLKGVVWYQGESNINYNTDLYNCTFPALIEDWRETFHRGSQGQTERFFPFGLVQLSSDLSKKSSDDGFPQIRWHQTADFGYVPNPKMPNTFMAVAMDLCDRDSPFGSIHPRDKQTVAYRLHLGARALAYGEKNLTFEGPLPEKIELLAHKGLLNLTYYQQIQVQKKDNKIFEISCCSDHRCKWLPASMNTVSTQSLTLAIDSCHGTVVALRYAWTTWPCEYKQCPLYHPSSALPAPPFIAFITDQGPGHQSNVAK
GC-A act = GC-A (human) enzyme activation | P16066 | HEK293 GC-A cells, cGMP TR-FRET, EC30 ANP; 0% at EC30 ANP, 100% saturating ANP | activation, % at 10 µM | 0.14% of 370,000 active | AID 1671463; in the data active = activation above about 40%
HTRA1 inhibitor = inhibitors of human serine peptidase HTRA1; AID 504803; recombinant HTRA1, FP-rhodamine activity-based probe, fluorescence polarization; Q92743; inhibition, % at 5.96 µM; 0.5% of 340,000 active; in the data active = inhibition above about 36%;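 also: 0% = enzyme with DMSO and 100% = wells lacking enzyme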
Target sequence (Q92743 whole entry, looked up): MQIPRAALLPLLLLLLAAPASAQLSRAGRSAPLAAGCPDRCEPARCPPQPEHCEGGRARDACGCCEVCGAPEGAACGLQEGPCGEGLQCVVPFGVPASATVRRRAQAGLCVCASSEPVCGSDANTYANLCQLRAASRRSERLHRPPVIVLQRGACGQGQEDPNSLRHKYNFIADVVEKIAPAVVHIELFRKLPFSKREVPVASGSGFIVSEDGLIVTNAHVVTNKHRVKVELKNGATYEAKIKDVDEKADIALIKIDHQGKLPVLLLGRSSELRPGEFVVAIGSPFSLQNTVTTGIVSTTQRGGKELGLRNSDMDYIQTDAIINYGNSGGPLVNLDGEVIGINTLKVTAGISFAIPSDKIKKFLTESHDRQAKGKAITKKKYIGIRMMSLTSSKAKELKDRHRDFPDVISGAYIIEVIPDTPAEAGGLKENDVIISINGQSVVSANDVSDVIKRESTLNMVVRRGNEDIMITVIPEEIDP
rCAG RNA binder = binds r(CAG) RNA repeats. 1.3% of 370,000 active. inhibition, % at 3 µM. r(CAG) RNA repeat, TO-PRO-1 dye displacement fluorescence;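 active = inhibition above the plate cutoff, the mean of all test compounds on that plate plus 3 SD, cut at about 35% in these data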;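 also: 0% = DMSO alone and 100% = 100 µM mitoxantrone as full dye displacement; higher means more dye released from RNA so lower well fluorescence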
UHRF1 binding = UHRF1 methyl-DNA binding inhibition. Q96T88. AID 687016. UHRF1 binding to methylated oligo, TR-FRET. inhibition, % at 4.4 µM. 0.75% of 370,000 active; in the data active = inhibition above about 21%;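 also: UHRF1 SRA domain binding a hemimethylated CpG hairpin DNA probe; 0% = median of test compound wells and 100% = reference inhibitor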
PRMT1 FP inh = inhibitors of human PRMT1; Q99873; recombinant PRMT1, activity-based probe fluorescence polarization; inhibition, % at 2.79 µM; 1.3% of 370,000 active; AID 652257;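 active = inhibition above about 21% made by adding two undisclosed values, limit read from the data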
NPR2 activator = GC-B (human) receptor activation; P20594; HEK293-GC-B cells, CNP EC30, cGMP TR-FRET; 0% at EC30 CNP, 100% saturating CNP; activation, % at 10 µM; 0.11% of 370,000 active; AID 1920062;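 active = activation at 10 µM reaching about 35% in either raw or pattern-adjusted values, limit read from the data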
TCR CD3 inh = inhibitors of human TCR-CD3 interaction | TAMRA-labeled TCR probe fluorescence, biochemical | inhibition, % at 9.4 µM | 0.37% of 360,000 active | AID 651800; in the data active = inhibition above about 19%;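 also: recombinant mutant TCR 2C K166C tagged with TAMRA read by polarization; 0% = receptor in buffer alone and 100% = receptor with positive control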
MBD2 inh = MBD2-methylated oligo binding inhibition. inhibition, % at 4.4 µM. Q9UBB5. TR-FRET, MBD2 binding to methylated oligonucleotide. AID 686964. 0.31% of 370,000 active; in the data active = inhibition above about 13%
mABHD4 FP = inhibits mouse alpha/beta hydrolase domain 4; Q8VD66; purified mABHD4, FP-Rh probe fluorescence polarization; inhibition, % at 8.92 µM; 0.54% of 370,000 active;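 active = inhibition exceeding the mean over every tested compound plus 3 SD, cut at about 30% in these data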;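 also: 0% = plate median of compound wells and 100% = S159A mutant with DMSO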
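Doses – 8.92 µM, single dose · Material – wild-type mouse ABHD4 protein · Replication – single well per compound (singlicate) · Measure – percent inhibition of probe binding, normalized to plate controls · Schedule – 45 min compound pre-incubation plus 60 min probe step, 25 °C · Detection – fluorescence polarization with parallel and perpendicular emission, 525/598 nm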
The depositor's hits bear a star; · = no result given. This is a subset. The share of hits here may be higher or lower than overall.

Structure	SIAE primary	GC-A act	HTRA1 inhibitor	rCAG RNA binder	UHRF1 binding	PRMT1 FP inh	NPR2 activator	TCR CD3 inh	MBD2 inh	mABHD4 FP
CC(=O)Nc1ccc(OCC(O)Cn2ccnc2C)cc1 (stereo unspecified)	-2	-3	9	2	4	5	4	-5	0	-2
COc1cc2[nH]cc(C(=O)NCc3ccccc3)c(=O)c2cc1OC	0	9	2	-2	0	-5	-6	-1	5	-9
O=C(Cn1c(COc2ccccc2)nc2ccccc21)Nc1cc(Cl)ccc1Cl	0	-8	4	2	0	2	-5	0	-1	6
O=C(Nc1ccc(Cl)c(S(=O)(=O)N2CCOCC2)c1)c1ccccn1	0	3	1	0	-4	-2	-3	3	-5	-1
O=c1c2ccccc2nnn1Cc1ccccc1Cl	1	0	-1	1	-2	1	3	2	5	-5
O=C(CN1CCN(c2ccccc2)CC1)N1CCN(c2ccccc2)CC1	-4	0	4	-7	-1	-2	-2	2	1	4
O=C(OCC#CCSc1nnc(-c2cccc3ccccc23)o1)c1ccccc1F	-3	-5	·	·	4	1	-6	·	-3	-4
COC(=O)C1=C(C)N(c2ccc(F)cc2)C(=O)C1	-3	2	1	3	0	-1	1	4	1	2
CC1=CC(C)(C)Nc2ccc(OC(=O)C(Cc3ccccc3)N3C(=O)c4ccccc4C3=O)cc21 (stereo unspecified)	7	1	-3	-1	0	1	6	3	4	-1
COc1ccccc1OCC(=O)NCc1nc(-c2ccccc2)no1	3	-2	-2	-4	-1	-1	1	0	-2	-6
COCC(=O)N(Cc1cc2ccc(C)cc2[nH]c1=O)c1ccc(C)cc1C	-6	-6	8	1	-2	0	-5	2	0	-6
COc1ccc(C(=O)c2oc3nc(C)cc(C)c3c2N)cc1	-7	-2	6	5	0	4	-3	-7	7	-6
CS(=O)(=O)N(CC(=O)NCCSc1ccccn1)c1ccc(F)cc1	4	1	-1	-3	2	-3	2	-6	6	-2
COc1ccc(Oc2cccc(Cl)c2CNC(=O)CCC(=O)O)cc1	3	1	7	1	-3	-4	-4	3	-1	5
Cc1ccc(C)c(OCC(=O)N(Cc2ccccc2)c2c(N)n(Cc3ccccc3)c(=O)[nH]c2=O)c1	-8	0	-12	9	0	4	3	1	6	-4
CC(=O)c1ccc(NC(=O)COc2ccccc2C(=O)Nc2ccc(C)cn2)cc1	-3	9	5	1	5	2	-2	-5	0	-2
N#Cc1nc(COc2ccc(Br)cc2)oc1N1CCCC1	2	2	-15	-3	1	2	-9	-1	3	-15
COc1cc(CNC(=O)CCCC/C=C/C(C)C)ccc1O	10	2	3	1	1	-4	3	6	0	-5
O=C(O)COc1ccccc1/C=C1\SC(=S)N(NC(=O)c2ccccc2O)C1=O	-26	-5	-2	61*	9	17	-2	-11	-1	-138
CCc1c(C)nc2ncnn2c1NCCc1ccc(OC)c(OC)c1	-1	3	4	-8	2	0	-2	1	-4	-2
CCC(C)[C@H](NC(=O)N1CCCCCC1)C(=O)O (stereo partly specified)	-6	-1	-4	-1	7	9	-2	-8	7	-10
Cc1cc(S(=O)(=O)NCc2ccccc2)ccc1OCC(=O)NCc1cccnc1	-2	-2	-31	0	20	0	0	4	8	-2
Cc1nc(NCc2ccco2)c2c3c(sc2n1)CCC3	0	8	2	0	-1	-1	6	-1	5	0
COc1ccc(NC(=O)c2sc3nc(N4CCOCC4)c4c(c3c2N)CC(C)(C)OC4)cc1	4	14	-4	6	-5	10	9	1	1	-1
CN(C)CCCCOc1ccccc1-c1ccccc1	-4	-6	9	-3	2	-6	-4	-1	-4	2
CN(C(=O)c1c(Cl)nc2sccn12)C1CCCCC1	0	-1	-6	0	1	-1	1	5	-5	10
COC(=O)c1ccccc1CSc1nsc(C)c1C#N	-2	-2	-2	-1	0	13	5	0	6	3
Cc1cc(C)n(-c2cc(=O)n(C)c(=O)n2C)n1	0	-2	1	1	2	0	-1	0	1	7
CCOC(=O)C1=C(COC(=O)c2ccco2)NC(=O)NC1CC (stereo unspecified)	-3	1	1	1	12	2	-2	4	-3	4
Cc1cc(C)cc(NC(=O)CSc2nnc(-c3ccccc3Br)o2)c1	-8	-6	-29	4	-2	-2	-4	3	-4	-20
CCCNC(=O)Cn1cnc2sc(C(=O)N3CCN(CCC)CC3)c(C)c2c1=O	1	1	5	-6	1	-2	-1	0	3	-4
CC(CNCCCn1cnc2c(OCc3ccccc3)ncnc21)c1ccccc1 (stereo unspecified)	-1	-9	3	6	-3	-4	-13	-1	-1	-3
Cc1ccc(NC(=O)CCc2ccc(C)o2)cc1	7	-1	3	-2	-2	-4	-2	3	2	0
N#CC1=C(N)SC(C(=O)c2ccccc2)C1c1cccs1 (stereo unspecified)	-1	13	-13	5	-5	11	0	-5	0	5
CCC(C)NC(=O)CO/N=C/c1ccccc1OC(F)F (stereo unspecified)	-4	-3	-4	-1	1	7	1	-3	3	-16
COc1ccccc1OCC(=O)NNC(=O)CSC(=S)N1CCCC1	4	-1	14	1	-3	0	1	-2	1	7
COc1ccc(NC(=O)CN(C)C(=O)/C=C/c2ccc(S(=O)(=O)N3CCCCCC3)cc2)cc1	1	0	-16	8	2	2	3	-7	1	-4
Cc1c(NC(=O)C(C)Oc2ccccc2F)c(=O)n(-c2ccccc2)n1C (stereo unspecified)	1	3	2	-1	2	4	-9	1	2	-5
CCN(C(=O)CN1C(=O)S/C(=C\c2cccc(Cl)c2)C1=O)C1CCS(=O)(=O)C1 (stereo unspecified)	1	3	-2	5	0	1	0	8	-2	6
CCOC(=O)c1c(NC(=O)COC(=O)c2ccc(C)s2)sc2c1CC(C)(C)NC2(C)C	-4	20	-42	5	0	-3	21	2	-4	7
O=C(CCN1C(=O)C2C3C=CC(C3)C2C1=O)N1CCN(c2ccc(F)cc2)CC1 (stereo unspecified)	-1	2	-3	-6	1	0	0	6	0	8
O=C(c1ccc(Cl)cc1)N(Cc1ccc(Br)cc1)N1C(=O)CCC1=O	-11	-6	-5	0	20	6	-2	-12	13	-5
Cc1ccc2oc(C(=O)Nc3ccc(S(=O)(=O)Nc4onc(C)c4C)cc3)c(C)c2c1	-10	1	3	13	4	-1	-2	2	3	5
CCC(=O)N1CCN(c2ccccc2NC(=O)c2ccc(-c3cccc([N+](=O)[O-])c3)o2)CC1	2	-2	-2	7	-6	1	2	-1	2	9
O=C(Nc1ccc2nccnc2c1)c1ccco1	3	-5	-6	2	-3	-3	-3	-1	-6	-3
O=C(NCc1cccs1)C1CCC(CNS(=O)(=O)c2cccc3nsnc23)CC1 (stereo unspecified)	-1	-2	-4	4	1	-3	2	-2	-3	3
COc1ccc(Cc2nnc(NC(=O)c3cccc([N+](=O)[O-])c3C)s2)cc1	-3	-5	1	1	0	0	-3	5	-3	-3
Fc1ccc(Sc2cc(Cl)c(-c3ccccc3)nn2)cc1	-5	2	-28	-5	-1	-2	3	4	-1	-5
Cc1ccc(C(=O)NC(=S)Nc2ccc(CN3CCCCC3)cc2)c(C)c1	-1	8	20	2	5	2	2	-6	2	-1
Cc1nn(-c2ccccc2)c(C)c1-c1nnc(-c2c(C)nn(-c3ccccc3)c2C)o1	-1	0	5	-3	-4	0	4	-2	1	5
CC1(C)CC(=O)C=C(c2ccccc2-c2ccc(S(C)(=O)=O)cc2)C1=O	1	2	4	5	0	0	-2	8	-3	0
CN(C1=NC(=O)CS1)c1ccc(O)cc1	1	1	-2	-3	11	-1	6	1	4	-1
CCCCn1c(N)c(N(CC)C(=O)C2=NN(c3ccccc3)C(=O)CC2)c(=O)[nH]c1=O	-4	-1	5	0	0	-5	-8	-2	-8	-7
COC(=O)c1ccccc1NC(=O)CSc1nc2ncccc2[nH]1	-4	0	-4	0	-2	-2	-4	3	0	-5
Cc1ccc(NS(=O)(=O)c2ccc(C(=O)N3CCN(c4ccccn4)CC3)cc2)cc1	-2	-6	-5	1	1	3	-6	0	1	-3
Nc1c(C(=O)NCCC2=CCCCC2)sc2ccc(S(=O)(=O)N3CCCCC3)cc12	-4	1	-16	5	5	17	3	-6	5	4
O=C1NC(=Nc2ccc(F)cc2)CS1	2	-3	-37	1	2	6	1	0	3	8
CC(C)C(NC(=O)c1c(F)cccc1F)C(=O)NCc1ccc(S(=O)(=O)N2CCOCC2)cc1 (stereo unspecified)	-2	4	-1	5	-2	2	8	-3	3	-1
COc1ccc(C(c2nnnn2Cc2ccccc2)N2CCN(c3nc4ccccc4s3)CC2)cc1OC (stereo unspecified)	-2	-15	-23	1	-1	1	-9	7	-2	-12
CN(N)c1nc(N2CCCC2)nc(N2CCCC2)n1	3	2	0	-5	2	-3	0	-13	4	2

Going on with the list:
Structure	SIAE primary	GC-A act	HTRA1 inhibitor	rCAG RNA binder	UHRF1 binding	PRMT1 FP inh	NPR2 activator	TCR CD3 inh	MBD2 inh	mABHD4 FP
CCOc1ccccc1-c1ccc(C(=O)NCc2ccccc2)o1	-7	-1	-54	0	-1	1	-3	8	-1	-27
Cc1cc(C)c2c(-c3ccc(F)cc3)c(C#N)c(=O)n(C)c2n1	-4	2	4	1	10	-1	8	1	1	2
CC(C)(C)NS(=O)(=O)c1ccc(NC(=O)C(Sc2ccccc2)c2ccccc2)cc1 (stereo unspecified)	-130	1	-119	18	0	1	9	-2	-4	-100
COc1ccc(CCNC(=O)CCNC(=O)N2CC(=O)Nc3ccccc32)cc1	-3	4	-4	-4	0	3	0	-1	-5	0
COc1ccccc1NC(=O)CSc1sc2c(O)cc(=O)[nH]c2c1C#N	-27	-4	-26	52*	15	27*	1	13	5	-10
COc1ccc(C(=O)NCCS(=O)(=O)NCc2cccnc2)cc1	4	3	0	-3	1	4	-2	-2	-2	6
CC1(C)Cc2c(sc3ncnc(NN)c23)CO1	8	-4	8	2	-2	0	1	-4	-1	5
COc1ccccc1CNC(=O)COC(=O)c1c[nH]c2ccccc12	-1	1	-1	2	6	0	2	3	-2	-8
Cc1cccc(CN2CCN(C(C)C(=O)NC(C)c3ccccc3)CC2)c1 (stereo unspecified)	-2	5	11	-7	4	8	2	-9	0	18
COCc1nnc(NC(=O)C2CC(=O)N(C3CCCC3)C2)s1 (stereo unspecified)	1	6	6	-1	2	11	-2	-6	-1	0
Cc1cc(Br)cc(C)c1NC(=S)NC(=O)CC(C)C	-1	-2	-2	-2	1	2	7	1	-1	4
Cc1ccc(C(=O)OCC(=O)NC(C)c2ccccc2)s1 (stereo unspecified)	1	2	5	-1	-5	4	-1	-5	1	-4
CN(C)C(CNS(=O)(=O)c1ccc2ccccc2c1)c1ccccc1 (stereo unspecified)	0	-3	-3	-4	-3	-1	-2	6	-2	0

Four compounds from above, reduced to SIAE primary, TCR CD3 inh and MBD2 inh.
SMILES	SIAE primary	TCR CD3 inh	MBD2 inh
COc1ccccc1CNC(=O)COC(=O)c1c[nH]c2ccccc12	-1	3	-2
Cc1cccc(CN2CCN(C(C)C(=O)NC(C)c3ccccc3)CC2)c1 (stereo unspecified)	-2	-9	0
COCc1nnc(NC(=O)C2CC(=O)N(C3CCCC3)C2)s1 (stereo unspecified)	1	-6	-1
Cc1cc(Br)cc(C)c1NC(=S)NC(=O)CC(C)C	-1	1	-1
